# Source: PubChem
# TGFb inhibitor: blocks TGF-b signaling. AID 588855. Potency, µM (doses to about 46.1 µM), without a hit: at the top dose activity, negative = inhibition, most hits filed as inhibitors. hit rate 1.2% among 410,000. HepG2 CAGA-GFP TGF-b/SMAD3 reporter, GFP fluorescence, 18 h; TGF-beta stimulated, 500 pg/mL final; further: potency means the concentration at half of the fitted maximal effect; on the % scale 0 is the no-effect control and ±100 the full control effect; nearly all actives have a fitted effect of over 65% in size
#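 HEPG2 CAGA-GFP reporter cells (1000/well, DMEM with 1% FBS) received compounds, then recombinant TGF-beta at 500 pg/mL final for 18 hours at 37 degrees C. Per-cell GFP summed per well was normalised to unstimulated and stimulated DMSO controls before curve fitting.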
# ATXN viability: viability counter-screen for ATXN expression inhibitors; S2 cells (HEK-293 line with an ATXN2-luciferase reporter) viability, CellTiter-Fluor protease fluorescence, 24 h; Potency, µM (series often up to 56.7 µM), actives largely listed as cytotoxic; AID 651635; hit rate 0.49% among 400,000; further: potency means the concentration at half of the fitted maximal effect; nearly all actives have a fitted effect of over 40% in size
# HepG2 tox: counter-screen for TGF-b inhibitors: cytotoxicity in HepG2 cells. HepG2 CAGA-GFP viability, ATP luminescence, 18 h. Potency, µM (series often up to 46.1 µM), for the others: top-dose activity change, negative = cytotoxicity, most hits filed as cytotoxic. hit rate 0.76% among 410,000. AID 588856; further: potency means the concentration at half of the fitted maximal effect; some results filed as inactive show a strong effect at the top dose
#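 HepG2 CAGA-GFP cells (1000/well, DMEM with 1% FBS) received compound, then TGF-beta at 500 pg/mL final, and were incubated 18 hours at 37 degrees C. Viability was read by CellTiter-Glo luminescence. Media-only wells were set as complete cell-killing and DMSO as no toxicity.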
# IL-2 act: activators of IL-2; hit rate 0.065% among 360,000; IL-2 activation reporter assay, cell-based qHTS; stimulated with anti-CD3/CD4/CD28 beads; in transgenic mouse T cells; AID 652025; activation, % (series mostly up to about 46 µM); in the data active means activation above about 50%; inconclusive means mostly about 30% to 49%; further: 0% is about no effect
#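 Unstimulated transgenic mouse T cells, 750 per well, received compound and, after 60 minutes, anti-CD3/anti-CD4 bead plus anti-CD28 stimulation. EGFP and DsRed were quantified after 18 hours.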
# EPAC2 ag: agonists of human EPAC2 (RAPGEF4) | Potency, µM (doses to about 154 µM), for the others: at the highest dose activation, hits mostly activators | EPAC2 activation, biochemical qHTS; response scale: 100% = 6.5 mM cAMP response | hit rate 0.079% among 360,000; further: potency means the concentration at half of the fitted maximal effect; nearly all actives have a fitted effect of over 50% in size
# Target sequence (Q8WZA2 whole entry, looked up): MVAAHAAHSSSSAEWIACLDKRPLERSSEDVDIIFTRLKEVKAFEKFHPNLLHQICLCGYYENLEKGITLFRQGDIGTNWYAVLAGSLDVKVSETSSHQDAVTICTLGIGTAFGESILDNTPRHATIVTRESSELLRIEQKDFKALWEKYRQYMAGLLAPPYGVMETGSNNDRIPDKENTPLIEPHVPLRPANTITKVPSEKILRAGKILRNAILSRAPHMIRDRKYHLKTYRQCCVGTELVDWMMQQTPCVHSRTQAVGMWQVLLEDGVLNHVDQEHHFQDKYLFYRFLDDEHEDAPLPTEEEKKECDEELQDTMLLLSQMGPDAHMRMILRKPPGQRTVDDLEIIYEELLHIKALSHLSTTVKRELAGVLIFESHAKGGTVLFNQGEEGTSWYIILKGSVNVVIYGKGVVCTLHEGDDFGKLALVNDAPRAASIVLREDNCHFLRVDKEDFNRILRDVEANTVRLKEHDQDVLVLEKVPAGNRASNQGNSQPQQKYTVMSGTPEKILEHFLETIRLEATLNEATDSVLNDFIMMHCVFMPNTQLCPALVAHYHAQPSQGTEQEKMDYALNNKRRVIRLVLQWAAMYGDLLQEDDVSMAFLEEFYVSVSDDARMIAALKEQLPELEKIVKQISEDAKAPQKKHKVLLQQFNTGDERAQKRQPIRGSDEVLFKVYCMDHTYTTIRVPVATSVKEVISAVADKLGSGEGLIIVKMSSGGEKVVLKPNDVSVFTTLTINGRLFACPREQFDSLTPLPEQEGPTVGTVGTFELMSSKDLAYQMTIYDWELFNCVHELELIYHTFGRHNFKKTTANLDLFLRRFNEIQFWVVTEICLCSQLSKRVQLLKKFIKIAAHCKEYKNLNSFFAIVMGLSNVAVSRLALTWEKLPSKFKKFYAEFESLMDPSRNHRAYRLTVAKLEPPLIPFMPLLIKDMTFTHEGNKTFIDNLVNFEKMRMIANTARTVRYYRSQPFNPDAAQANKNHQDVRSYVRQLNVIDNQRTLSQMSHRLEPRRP
#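 Setup: EPAC2 100 nM, labeled Rap1B complex 250 nM, free GDP 50 uM. Compound titrations pinned in, brief spin, 5 min room temperature incubation. Kinetic fluorescence read over 30 min, normalized to 6.5 mM cAMP.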
# A549 viability: kills or reduces viability of A549 cells in Nrf2 counter-screen; hit rate 0.16% among 390,000; AID 504648; A549 ARE-Fluc cells, CellTiter-Fluor viability, 18-24 h; Potency, µM (highest dose often 46 µM), inactives show at the top dose activity change, negative = cytotoxicity, actives largely listed as inhibitors; further: potency means the concentration at half of the fitted maximal effect; on the % scale 0 is the no-effect control and ±100 the full control effect
#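 A549 ARE_Fluc cells in 5% FBS OPTI-MEM were exposed to compounds in concentration-response for 18-24 h at 37 deg C. Viability was read by CellTiter-Fluor fluorescence (Ex 405/Em 525) after 30 min, before the luciferase read.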
# Nrf2 block: Nrf2 pathway inhibition | A549 ARE-Fluc reporter, luciferase luminescence, 18-24 h | Potency, µM (series often up to 46 µM), inactives show at the top dose activity change, negative = inhibition, usual class: inhibitors | hit rate 2.1% among 360,000 | AID 504444; further: potency means the concentration at half of the fitted maximal effect; on the % scale 0 is the no-effect control and ±100 the full control effect; nearly all actives have a fitted effect of over 60% in size
#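 Cells were seeded and rested 2 h, then exposed to compounds for 18-24 h. CellTiter-Fluor was read first as a viability measure. BugLite was added 15 min before the final luminescent read of ARE-luciferase activity in A549 cells.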
# Nrf2 ARE act: Nrf2 pathway activation | Potency, µM (highest dose often 46.1 µM), for inactives: at the top dose activation, actives largely listed as activators | AID 624171 | hit rate 0.31% among 410,000 | AREc32 ARE-luciferase reporter (MCF7-derived line), luminescence, 24 h; further: potency means the concentration at half of the fitted maximal effect; % of control where 0% means no effect; nearly all actives have a fitted effect of over 65% in size
#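 Cells of the AREc32 ARE-luciferase line are plated in OPTI-MEM containing 5% FBS and left overnight at 37 deg C. Compounds are pinned in, incubation continues 24 hr, and firefly luciferase signal is then measured.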
# ATXN2 expr inh: inhibitors of ATXN2 expression; hit rate 0.72% among 360,000; HEK-293 ATXN2-luciferase reporter, luminescence, 24 h; Potency, µM (doses to about 57 µM), inactives show at the highest dose activity change, negative = inhibition, hits mostly inhibitors; further: potency means the concentration at half of the fitted maximal effect; on the % scale 0 is the no-effect control and ±100 the full control effect; nearly all actives have a fitted effect of over 55% in size
#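 ATXN2-luciferase reporter cells (luciferase flanked by upstream and downstream ATXN2 gene portions) were treated 24 h at 37 °C with compounds at up to 57 uM. SteadyGlo luminescence gave expression; GF-AFC fluorescence gave viability.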
# * hit, by the source's call; i = inactive; ? = inconclusive; · = no result given; & = joins results of further samples; [ ] = another dose, or the depositor's remark. Unless noted, the call rests on the fitted dose curve; in most records, active means well fitted curve in the direction sought with a large enough effect; inconclusive means small, poorly fitted or top-dose-only effect, or another doubt; inactive means no such curve, though single readings can be large; an effect the other way counts as inactive or inconclusive.
SMILES,TGFb inhibitor,ATXN viability,HepG2 tox,IL-2 act,EPAC2 ag,A549 viability,Nrf2 block,Nrf2 ARE act,ATXN2 expr inh
C[C@@H]1CN([C@H](C)CO)S(=O)(=O)c2ccc(Br)cc2O[C@@H]1CN(C)C(=O)CN1CCOCC1,22%,i,0%,-1.9,-1%,·,·,-1.1%,1%
Cc1ccc(NS(=O)(=O)c2cc(N)ccc2Cl)c(C)c1,-2%,i,-21%,-1.5,12%,-3%,10%,-1.0%,-12%
Cc1ccc(N(C)S(=O)(=O)c2cccc(C(=O)NNC(=O)c3ccncc3)c2)cc1,0%,i,0%,0.6,8%,3%,?,-1.2%,-6%
Cc1ccc(NC(=O)N2CCCC2C(=O)Nc2ccc3c(c2)OCO3)cc1 (configuration not stated),3%,?,4%,-0.5,2%,-3%,3%,-0.7%,6%
O=C/C(=C\Nc1ccc(S(=O)(=O)CCO)cc1)c1nc2cc(Cl)ccc2o1,-18%,·,-6%,-0.2,0%,-1%,7%,11%,-3%
O=C(COc1ccccc1[N+](=O)[O-])N/N=C/C=C/c1ccco1,-19%,i,-19%,-2.9,-9%,-3%,-6%,?,25%
Cn1cc(-c2cnc3c(NC=O)cc(-c4cccc(C(F)(F)F)c4)cn23)cn1,11µM*,i,-22%,-0.8,11%,·,·,2.0%,0%
OCCN(CCO)c1ccc(C(c2ccc(Cl)cc2)c2ccc(N(CCO)CCO)cc2Cl)c(Cl)c1,?,?,-97%,-4.1,10%,-2%,?,8.8%,?
CCOC(=O)[C@@H]1[C@H]2COc3ccc(Br)cc3[C@@H]2N2C(=O)N(c3ccc(C(F)(F)F)cc3)C(=O)[C@]12C,1%,i,-10%,-0.1,2%,14%,13%,0.3%,6%
CC(=O)NC(c1ccco1)c1cc(Cl)c2ccc(Cl)nc2c1O (configuration not stated),?,i,-35%,0.0,2%,-1%,9%,20%,-12%
Cc1ccc(CN2CCN(C(=O)C3CCCO3)CC2)cc1 (configuration not stated),18%,i,-67%,-1.8,2%,-2%[1.84 µM],5%,0.0%,2%
CC(=O)C1=C(N2CCCCC2)CCC1=O,-3%,i,9%,-2.3,-12%,-3%,-12%,-0.3%,2%
CC1=C(C)CC(C(=O)NCc2ccc3c(c2)OCO3)C(C(=O)O)C1 (configuration not stated),-3%,i,-2%,0.7,11%,14%,?,-0.6%,-10%
O=C(CN1C(=O)S/C(=C\c2ccccc2F)C1=O)Nc1ccccc1O,?,i,-47%,-0.6,-1%,-8%,25%,?,0%
CN(C)/C=N/c1nc2nccc(-c3cccnc3)n2n1,1%,i,-10%,-0.7,-3%,-2%,-19%,-0.6%,1%
CCOc1ccc(S(=O)(=O)N(CC)CC(=O)N2CCCC2)cc1C,?,·,-1%,1.6,1%,2%,1%,2.8%,-12%
Nc1ccc(S(=O)(=O)Nc2nc(-c3ccccc3)cc(-c3ccccc3)n2)cc1,?,i,-19%,-1.4,-3%,-9%,-26%,6.1%,20%
Oc1cccc(/C=N/N2CCN(C3c4ccccc4-c4ccccc43)CC2)c1,?,i,-61%,-1.2,11%,8%,5%,2.9%,4%
COc1ccc(C)cc1NC(=O)CN(c1ccccc1)S(C)(=O)=O,-17%,i,-21%,-0.2,5%,-3%,-11%,0.2%,-1%
Cc1ccc(S(=O)(=O)c2nnn3c2nc(NCc2ccc(F)cc2)c2sccc23)cc1C,4%,·,-15%,·,·,-2%,-29%,0.7%,·
O=C(CCNS(=O)(=O)c1ccc(Br)s1)NC1CCCC1,?,i,4%,-2.9,3%,-7%,-2%,-0.4%,-8%
COc1ccc(-n2c(CCc3ccccc3)n[nH]c2=S)cc1,-3%,?,-29%,-0.5,6%,13%,8%,2.6%,·
CCC(CO)Nc1ncc([N+](=O)[O-])cc1C#N (configuration not stated),7%,i,-1%,-0.6,-1%,2%,0%,0.3%,-7%
Cc1nnc(N=c2ssnc2Cl)o1,2.5µM*,?,-40%,-0.1,11%,13%,0%,3.6%,?
COc1ccc(-c2nc(CS(=O)CC(=O)N3CCc4ccccc4C3)c(C)o2)cc1 (configuration not stated),-10%,?,-14%,-1.8,3%,0%,-12%,4.1%,6%
# (listing goes on)
SMILES,TGFb inhibitor,ATXN viability,HepG2 tox,IL-2 act,EPAC2 ag,A549 viability,Nrf2 block,Nrf2 ARE act,ATXN2 expr inh
CCOCCCNC(=O)c1cccc(OC2CCN(S(C)(=O)=O)CC2)c1,-10%,i,-2%,0.7,11%,4%,?,3.8%,71%[activator]
COc1ccccc1C(=O)C1CCCN(Cc2ccc(Oc3ncccn3)cc2)C1 (configuration not stated),-6%,i,-16%,1.0,18%,0%,-14%,0.0%,-9%
Cc1cccc(CNc2ncnc3ccc(-c4ccoc4)cc23)c1,?,i,-33%,0.1,28%,-16%,18µM*,-0.8%,-14%
COc1cccc(-n2nnc3c(=O)n(CC(=O)NCC4CCCO4)cnc32)c1 (configuration not stated),-13%,?,-4%,-2.9,6%,-4%,?,-0.9%,-6%
CC(=O)Nc1ccc(S(=O)(=O)NCCCN2CCN(Cc3ccccc3)CC2)cc1Cl,0%,i,-8%,-0.7,1%,3%,0%,-0.1%,-2%
CCOC(=O)C(Sc1nnc(-c2ccncc2)o1)C(C)=O (configuration not stated),20%,i,-2%,-2.6,3%,-21%,-41%,-0.7%,-6%
COc1ccc(NC2CCCN(C(=O)CN3CCOC3=O)C2)cc1OC (configuration not stated),-4%,i,7%,-2.4,7%,5%,-16%,-0.2%,3%
Cc1nc(-c2ccccc2)sc1CCNC(=O)C(=O)Nc1ccc2c(c1)OCCO2,-3%,i,-2%,·,·,-5%,·,-1.1%,-1%
Cc1cccc(NC(=O)CCS(=O)(=O)c2ccc3c(c2)NC(=O)CS3)n1,3%,i,-2%,0.2,-5%,-1%,10%,-0.5%,6%
Cc1ccc(C)c(SCC(=O)N(C)C2CCS(=O)(=O)C2)c1 (configuration not stated),-5%,i,-1%,-4.2,-8%,5%,-2%,0.0%,2%
O=c1oc2ccccc2c(Nc2cccc(O)c2)c1[N+](=O)[O-],1%,i,-37%,-3.1,-3%,-16%,-11%,?,-13%
O=c1[nH]cnc2c1ncn2Cc1ccc([N+](=O)[O-])cc1,-4%,i,-25%,4.3,7%,?,?,1.3%,·
Cc1cccc(-n2ncc3c(NNC(=O)c4ccco4)ncnc32)c1,1%,i,13%,7.2,4%,-1%,-2%,-0.1%,15%
CCOc1ccc(NC(=O)CN(C)C(=O)c2ccccc2SCc2c(C)noc2C)cc1OCC,2%,i,-1%,-0.6,0%,1%,2%,0.4%,-1%
CC(/C=N/Nc1nncc(=O)[nH]1)=C\c1ccccc1,1%,i,-1%,-0.2,12%,-4%,-9%,-0.8%,5%
COc1ccc(-c2cc(C(=O)NN3CCOCC3)c3ccccc3n2)cc1OC,-15%,i,-31%,-4.3,14%,3%,-2%,0.3%,-11%
O=C(c1ccccc1Br)N(Cc1ccco1)Cc1ccco1,0%,·,-2%,·,·,4%,-19%,1.0%,·
CCOC(=O)[C@@H]1[C@H]2COc3ccccc3[C@H]2N2C(=O)N(c3cccc(C)c3)C(=O)[C@]12C,-4%,i,-16%,-0.5,17%,-5%,-4%,-1.7%,2%
COC(=O)C1CCCN1C(=O)c1cccs1 (configuration not stated),13%,i,6%,1.0,-6%,2%,·,6.5%,-10%
CCCN1CCN(CCCNC(=O)c2cc3c(=O)[nH]c4ccc(C)cc4c3s2)CC1,?,i,-36%,-3.0,1%,-3%,-9%,11%,-17%
O=C(c1ccc(S(=O)(=O)N2CCCCCC2)cc1)N1CCN(c2ccccc2F)CC1,4%,i,-3%,-1.3,4%,2%,-16%,-0.5%,-4%
O=C(Nc1ccc(Cl)cc1)C1C2CCCCC21 (configuration not stated),-20%,i,-8%,-0.5,-5%,2%,?,6.5%,·
COc1cccc(NC(=O)N2CCCC2C(=O)NC23CC4CC(CC(C4)C2)C3)c1 (configuration not stated),9%,i,11%,-2.2,-4%,-2%,0%,-0.4%,1%
O=C(Nc1ccc(F)cc1)c1nc[nH]c1C(=O)Nc1ccc([N+](=O)[O-])cc1,14%,i,-5%,0.8,3%,0%,-4%,0.0%,-28%
O=S(=O)(c1ccc(-c2ccon2)s1)N1CCCC1,15%,i,-39%,0.1,9%,-2%,-9%,0.3%,1%
CC(Oc1ccccc1)C(=O)Nc1nnc(C2CCCCC2)s1 (configuration not stated),-2%,i,6%,-3.5,-6%,-4%,5%,3.2%,29%
O=C(CCCc1ccccc1)Nc1nncs1,?,i,9%,0.5,0%[15.6 µM],1%,-9%,0.2%,22%
Nc1nc(N)c2nc(-c3ccccc3)c(N)nc2n1,60%&5%[activator],·,-47%&-44%,-0.5,6%,?,-2%,3.8%,-1%&24%
O=c1cc(-c2ccccc2)oc2cc(O)c(O)c(O)c12,3%&-29%,i,-3%&-2%,0.3,0%,-2%,2%,7.5%,19%&25%

# Reprinted at random: four records from the list.
SMILES,TGFb inhibitor,ATXN viability,HepG2 tox,IL-2 act,EPAC2 ag,A549 viability,Nrf2 block,Nrf2 ARE act,ATXN2 expr inh
O=c1cc(-c2ccccc2)oc2cc(O)c(O)c(O)c12,3%&-29%,i,-3%&-2%,0.3,0%,-2%,2%,7.5%,19%&25%
O=c1oc2ccccc2c(Nc2cccc(O)c2)c1[N+](=O)[O-],1%,i,-37%,-3.1,-3%,-16%,-11%,?,-13%
CCOCCCNC(=O)c1cccc(OC2CCN(S(C)(=O)=O)CC2)c1,-10%,i,-2%,0.7,11%,4%,?,3.8%,71%[activator]
COC(=O)C1CCCN1C(=O)c1cccs1 (configuration not stated),13%,i,6%,1.0,-6%,2%,·,6.5%,-10%

# Outcome played no part in choosing rows (roughly 4.3% active in at least one column).
